Bim-Bcl-W – inhibitors of Bim-Bcl-W interaction, human. Q92843. bead-based flow cytometry, Bim peptide-Bcl-W binding. inhibition, % at 10 µM. 190,000 compounds, 0.02% hits. AID 952;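 note: 0% = bound tracer without compound and 100% = peptide blocker; higher means less fluorescent Bim peptide bound to Bcl-W beads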
Target sequence (Q92843 whole entry, looked up): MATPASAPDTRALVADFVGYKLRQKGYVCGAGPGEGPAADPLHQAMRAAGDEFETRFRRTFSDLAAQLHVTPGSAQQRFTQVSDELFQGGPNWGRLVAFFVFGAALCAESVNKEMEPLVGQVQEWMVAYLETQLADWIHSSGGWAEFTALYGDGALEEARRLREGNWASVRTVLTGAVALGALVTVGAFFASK
ABCB1 block – human ABCB1 inhibition, ABCG2 as counter-screen. inhibition, % at 6.6 µM. 190,000 compounds, 0.067% hits. AID 1326. P08183. CCRF-Adr cells, JC-1 efflux, flow cytometry; in the data active = inhibition above about 40%;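 note: 0% = vehicle and 100% = reference inhibitor; higher value means more JC-1 retained so stronger ABCB1 efflux block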
RGS7-Gao reg – human RGS7-Galphao interaction regulation; Multiplexed bead flow cytometry, RGS7-Galphao binding; actives lie on both sides; binding response (% of control), % at 10 µM; 220,000 compounds, 0.35% hits; AID 1439; in the data active = binding response below about 49% or above about 150%; inconclusive = no clear call, values can overlap the other calls; inactive = in between;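 note: fluorescent Galphao held in activated GDP-AlF4 state binding bead-coupled RGS7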
Bim-Bfl-1 – inhibitors of Bim-Bfl-1 interaction, human. Q16548. Bead-based flow cytometry, Bim-Bfl-1 binding inhibition. inhibition, % at 10 µM. 190,000 compounds, 0.12% hits;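 note: 0% = wells without compound plus tracer and 100% = blocker peptide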
ABCG2 inh – inhibitors of human ABCG2 transporter, ABCB1 counter-screen | IgMXP3 cells, JC-1 efflux, flow cytometry | inhibition, % at 6.6 µM | 190,000 compounds, 0.1% hits | AID 1325;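 active = inhibition above 80%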;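 note: 0% = DMSO and 100% = nicardipine control wells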
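Test system: ABCG2 IgMXP3 and barcoded ABCB1 CCRF-Adr cell mix; Schedule: cells with compound and JC-1, 10 min at 25 °C, rotating, no wash; Technique: flow cytometry of retained JC-1 fluorescence; Measure: % inhibition of efflux relative to nicardipine and DMSO; Controls: nicardipine high and DMSO low controls.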
RGS4-Gao reg – human RGS4-Galphao interaction regulation. P09471. Multiplexed bead flow cytometry, RGS4-Galphao binding; actives lie on both sides. binding response (% of control), % at 10 µM. 220,000 compounds, 0.33% hits. AID 1415; in the data active = binding response below about 49% or above about 150%; inactive = in between;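 note: fluorescent Galphao activated with aluminum fluoride binding bead-coupled RGS4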
Bim-Mcl-1 – inhibitors of Bim-Mcl-1 interaction, human; Bead-based flow cytometry, Bim peptide-Mcl-1 binding; Q07820; inhibition, % at 10 µM; 190,000 compounds, 0.1% hits;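 note: 0% = no compound tracer wells and 100% = peptide blocker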
Target sequence (Q07820 whole entry, looked up): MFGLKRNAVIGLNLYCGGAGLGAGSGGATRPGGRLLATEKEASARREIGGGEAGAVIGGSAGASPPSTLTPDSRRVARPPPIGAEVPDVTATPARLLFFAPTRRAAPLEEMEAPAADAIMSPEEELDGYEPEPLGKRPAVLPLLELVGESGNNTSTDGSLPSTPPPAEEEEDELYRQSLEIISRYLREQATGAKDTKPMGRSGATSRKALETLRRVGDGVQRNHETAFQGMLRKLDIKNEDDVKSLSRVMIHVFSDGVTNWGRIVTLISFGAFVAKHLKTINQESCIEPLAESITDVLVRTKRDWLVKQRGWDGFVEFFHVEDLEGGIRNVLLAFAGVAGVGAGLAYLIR
Bim-Bcl-B – disrupts Bim peptide binding to human Bcl-B | inhibition, % at 10 µM | bead-based flow cytometry | Q9HD36 | 190,000 compounds, 0.073% hits;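 note: 0% = tracer peptide without compound and 100% = reference inhibitor peptide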
RGS8-Gao reg – regulators of human RGS8-Galphao interaction; response (percent of control binding), % at 10 µM; multiplexed bead flow cytometry, RGS8-Galphao binding; actives lie on both sides; 220,000 compounds, 0.34% hits; P09471; in the data active = response below about 60% or above about 140%; inactive = in between;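 note: Galphao activated as the GDP aluminium fluoride complex binding bead-coupled RGS8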
Bcl-2 Bim block – human Bim-Bcl-2 interaction inhibition. 190,000 compounds, 0.06% hits. inhibition, % at 10 µM. Bead-based flow cytometry, Bim peptide-Bcl-2 binding. AID 950; in the data active = inhibition above about 40%; inconclusive = no clear call, values can overlap the other calls;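 note: 0% = no compound wells with probe peptide and 100% = reference peptide inhibitor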
Target sequence (P10415 whole entry, looked up): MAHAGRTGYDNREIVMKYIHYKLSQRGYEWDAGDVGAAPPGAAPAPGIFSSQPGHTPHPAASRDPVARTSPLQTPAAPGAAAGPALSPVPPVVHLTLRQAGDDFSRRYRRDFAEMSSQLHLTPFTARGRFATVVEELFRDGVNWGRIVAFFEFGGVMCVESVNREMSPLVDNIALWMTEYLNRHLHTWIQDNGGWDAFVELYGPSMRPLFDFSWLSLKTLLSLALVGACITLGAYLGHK
Bim-Bcl-XL – human Bim-Bcl-XL interaction inhibition; Bim peptide-Bcl-XL binding, bead flow cytometry, fluorescence; inhibition, % at 10 µM; 190,000 compounds, 0.04% hits; AID 1007
* marks the source's active call; other numbers are inactive results; u = inconclusive; x = no result given. Cut-off read from the data, not from the text of the source, unless noted: active = inhibition above about 40%.

SMILES | Bim-Bcl-W | ABCB1 block | RGS7-Gao reg | Bim-Bfl-1 | ABCG2 inh | RGS4-Gao reg | Bim-Mcl-1 | Bim-Bcl-B | RGS8-Gao reg | Bcl-2 Bim block | Bim-Bcl-XL
CCCCn1nc2cc(C(=O)NC3CCc4ccccc43)ccc2c1OCC (stereo not drawn) | 0 | 1.3 | 102 | -8 | 7 | 100 | 2 | -4 | 104 | -3 | -4
CC(C)(C)C(=O)COC(=O)c1cccc(NC(=O)c2ccco2)c1 | 2 | 1.0 | 101 | -3 | 1 | 103 | 3 | 1 | 103 | 0 | 2
C/C(Cn1nnc2ccccc21)=N\OC(=O)c1ccccc1C | -3 | 2.4 | 110 | 2 | 8 | 107 | -6 | 0 | 104 | -1 | -5
O=C(CCc1nc2ccccc2c(=O)[nH]1)N1CCN(C/C=C/c2ccccc2)CC1 | -1 | 0.0 | 98 | -3 | 1 | 99 | -4 | 0 | 101 | -5 | 0
COc1cc(C2c3c([nH]c(=O)[nH]c3=O)Nc3ccc4ccccc4c32)ccc1O (stereo not drawn) | -3 | -0.8 | 103 | -6 | -1 | 101 | -5 | -14 | 104 | -4 | -2
Cc1ccc(/C=C2\SC(N)=NC2=O)s1 | -1 | -0.1 | 97 | 0 | 5 | 96 | -2 | -4 | 92 | -3 | -4
COc1ccc(/C=N/NC(=O)CSc2ccccc2)cc1OC | 1 | 0.4 | 93 | 0 | 31 | 96 | -3 | -3 | 87 | 2 | -2
COc1ccc(N(CC(=O)NC2CCCC2)C(=O)c2ccc(N3CCCCC3)nc2)cc1 | 5 | 2.5 | 103 | 19 | 42 | 103 | 12 | 13 | 104 | 17 | 12
Fc1ccccc1-c1nc2ccccc2[nH]1 | -3 | 0.4 | 103 | -8 | 3 | 105 | -2 | -3 | 102 | -4 | -3
CCOc1ccc2nc(NC(=O)CS(=O)(=O)c3ccc(C)cc3)sc2c1 | -1 | 0.2 | 102 | -4 | 0 | 104 | -1 | 0 | 102 | -2 | -4
O=C(CN1CCOc2ccccc21)NCc1ccco1 | 0 | 0.8 | 101 | -9 | 0 | 104 | 0 | -8 | 103 | -8 | -4
COc1ccccc1CNC(=O)CCNC(=O)Cn1cnc2ccccc2c1=O | 0 | 0.5 | 102 | 0 | 3 | 100 | -2 | -3 | 103 | -3 | 0
COc1ccccc1N(C)S(=O)(=O)c1ccc(C(=O)OCC(=O)NCCC2=CCCCC2)cc1 | 1 | 3.0 | 98 | 1 | 15 | 96 | -1 | 0 | 86 | 2 | -3
C[C@@H]1C=C(C(=O)NCc2ccccc2)O[C@H](OCc2ccc(CO)cc2)C1 | 0 | 0.1 | 106 | -5 | 0 | 105 | -1 | -3 | 104 | -4 | -1
CCOc1ccc(-n2cccc2C=O)cc1 | 13 | -0.4 | 101 | 11 | 8 | 99 | 14 | 14 | 97 | 8 | 15
CC(C(=O)O)N1C(=O)c2cccc3cccc1c23 (stereo not drawn) | -3 | -2.4 | 99 | -19 | -2 | 99 | -5 | -11 | 98 | -10 | -11
Cc1cccc(C)c1Nc1nnc(SCC(=O)NCc2ccco2)s1 | -5 | 0.5 | 100 | -1 | 1 | 102 | -4 | -1 | 99 | 0 | -5
Cc1cc(C)cc(COn2ccnc2)c1 | 0 | 0.6 | 97 | -12 | 3 | 99 | 8 | -8 | 98 | -8 | -6
O=C(c1ccc2c(c1)OCCO2)N1CCCC(CNS(=O)(=O)c2cccs2)C1 (stereo not drawn) | 0 | 0.4 | 99 | -5 | 2 | 102 | 1 | 0 | 102 | -2 | -2
CC[n+]1ccc(C)c2cc(S(=O)C(F)(F)F)ccc21 (stereo not drawn) | 0 | 0.2 | 104 | 0 | 5 | 90 | 2 | 3 | 99 | -2 | 0
Cc1cccc(CSc2nnc(C)c(=O)n2N)c1 | -4 | 0.1 | 102 | -12 | 4 | 102 | -1 | -9 | 102 | -7 | -4
Cn1ncc([N+](=O)[O-])c1C(=O)Nc1nc2ccccc2n1CCN1CCCCC1 | 0 | 0.0 | 102 | -2 | 0 | 101 | -1 | -2 | 102 | -2 | -1
O=C(N/N=C/c1sc(N2CCOCC2)nc1-c1ccccc1)c1ccccc1O | 3 | -0.4 | 99 | 2 | -5 | 102 | 3 | 2 | 101 | 6 | 0
COc1cc(/C=C/C(=O)NNc2c(F)c(F)cc(F)c2F)ccc1OC(F)F | 1 | -0.1 | 93 | -15 | 0 | 103 | 0 | -2 | 100 | -11 | -7
NC(=O)N/N=C/c1cc(Br)ccc1OC(=O)c1ccccc1 | 0 | 0.2 | 107 | 2 | 4 | 104 | 1 | -3 | 104 | 1 | -1
CCCNC(=O)NC(=O)CSc1ccc2c(c1)OCCO2 | 0 | 2.6 | 95 | -13 | 3 | 97 | 0 | -5 | 100 | -4 | -7
COCCN(C(=O)c1csnn1)C(C(=O)NC1CCCCC1)c1sccc1C (stereo not drawn) | 2 | 0.3 | 100 | -13 | 1 | 101 | 2 | -5 | 98 | -3 | 0
Cc1nc(C)c(C(=O)N/N=C/c2cn(C)c3ccccc23)s1 | 0 | 0.6 | 102 | -6 | 1 | 104 | 0 | -3 | 106 | -6 | 0
Cc1ccc(-c2cc(C(=O)Nc3cc(C)on3)no2)cc1 | 3 | 0.2 | 100 | -5 | 1 | 100 | 1 | 0 | 99 | -4 | 0
O=C1NC(=O)/C(=C/c2ccccc2Oc2ccc(Cl)cc2)S1 | 1 | 0.0 | 99 | -2 | 2 | 103 | 2 | 3 | 101 | 0 | 0
COC(=O)c1ccc(SCC(=O)NC2CCCCC2)c([N+](=O)[O-])c1 | -1 | 4.2 | 101 | 0 | 22 | 99 | -2 | -3 | 100 | 0 | -3
CC(/C=C/c1ccccc1)=N\Nc1ccccc1[N+](=O)[O-] | -1 | 0.8 | 106 | -2 | 8 | 105 | -1 | -8 | 103 | -2 | -6
CCCCNc1nc2ccccc2n1CC(=O)N1CCc2ccccc2C1 | 0 | 2.2 | 95 | -15 | 13 | 92 | 0 | -5 | 97 | -10 | -3
N#Cc1c(NC(=O)CN2CCOCC2)oc(-c2ccccc2)c1-c1ccccc1 | -5 | 2.1 | 99 | -15 | 30 | 103 | -5 | -9 | 101 | -7 | -10
COc1ccc(C2CC(=O)C=C(O)C2)cc1 (stereo not drawn) | -3 | -0.3 | 99 | -5 | 3 | 98 | -2 | -6 | 100 | 2 | -6
Cc1cc(C)c(S(=O)(=O)N2CCOC2CNC(=O)C(=O)NCCc2c[nH]c3ccccc23)c(C)c1 (stereo not drawn) | -2 | 2.8 | 100 | -4 | 11 | 102 | -6 | -3 | 98 | -4 | -7
Cn1nc(-c2ccc(Cl)cc2)c2cc(C(=O)NCCCN3CCCC3)sc21 | 2 | 2.0 | 101 | -8 | 3 | 103 | 0 | -6 | 100 | -1 | 0
COC(=O)C1CCN(c2cnccn2)CC1 | 0 | 0.7 | 101 | 2 | -2 | 100 | -4 | 0 | 101 | 0 | 1
Cc1ccc(NC(=O)c2nc3nccc(C)n3n2)c(C)c1 | -4 | -0.1 | 90 | -9 | 1 | 95 | -4 | -3 | 96 | -7 | -5
CCC1c2ccc(C)n2CCN1C(=O)Nc1cc(Cl)ccc1OC (stereo not drawn) | -5 | -0.3 | 109 | -16 | 17 | 108 | -8 | -9 | 105 | -14 | -12
O=C1/C(=C\Nc2ccc(OC(F)(F)F)cc2)CCN1c1ncccn1 | 2 | x | 99 | -8 | x | 102 | 7 | -5 | 99 | 1 | 2
CC1CCN(C(=O)COC(=O)c2ccc3c(c2)OCO3)CC1 | 2 | -0.2 | u | -3 | -1 | 103 | 0 | -2 | 102 | -2 | 0
O=S(Cc1cc(Oc2ccccc2)nc(-c2ccccc2)n1)c1ccccc1 (stereo not drawn) | -2 | 1.9 | 105 | -2 | 4 | 104 | -6 | 0 | 102 | -2 | -1
CC(=O)Nc1ccc(/C(C)=N/NC(=O)c2ccncc2)cc1 | -2 | 0.4 | u | -2 | 2 | 65 | -2 | -5 | 83 | -1 | 0
Nc1nc(-c2ccc3c(c2)OCCO3)cs1 | 0 | -0.9 | 95 | 4 | 3 | 92 | 0 | -2 | 99 | 3 | 0
COc1ccccc1CNC(=O)CSc1nn2c(=O)c(C(C)(C)C)nnc2s1 | -2 | 2.1 | 101 | -2 | 0 | 98 | -2 | 0 | 101 | 0 | -7
CCOc1ccc(-c2ncncc2-c2ccc(OC)cc2)c(O)c1 | 0 | 0.7 | 101 | -1 | 6 | 97 | 0 | -3 | 101 | -2 | -1
Cc1nn(CCc2n[nH]c(=S)n2C)c(C)c1Br | 4 | 0.1 | 106 | 0 | 1 | 99 | -1 | -8 | 100 | -1 | 0

Bioassay records deposited in PubChem by NMMLSC.

Rows were taken by chance, and some 0.94% of all compounds hit somewhere here.
